Bioassay records: PubChem BioAssay, several laboratories
PRMT1 inh: inhibitors of human PRMT1 | 370,000 tested, 1.3% active | recombinant PRMT1, activity-based probe fluorescence polarization | inhibition, % at 2.79 µM | Q99873 | AID 652257;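 active = inhibition above about 21% made by adding two undisclosed values, limit read from the data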
rCAG RNA binder: binds r(CAG) RNA repeats | r(CAG) RNA repeat, TO-PRO-1 dye displacement fluorescence | inhibition, % at 3 µM | 370,000 tested, 1.3% active;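 active = inhibition above the plate cutoff, the mean of all test compounds on that plate plus 3 SD, cut at about 35% in these data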;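 note: 0% = DMSO alone and 100% = 100 µM mitoxantrone as full dye displacement; higher means more dye released from RNA so lower well fluorescence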
GC-A act: GC-A (human) enzyme activation. P16066. HEK293 GC-A cells, cGMP TR-FRET, EC30 ANP; 0% at EC30 ANP, 100% saturating ANP. 370,000 tested, 0.14% active. activation, % at 10 µM; in the data active = activation above about 40%
SIAE primary: inhibitors of human sialic acid acetylesterase SIAE; Q9HAT2; SIAE FP-Rh probe binding, fluorescence polarization; inhibition, % at 9.66 µM; 370,000 tested, 0.69% active; AID 1053197;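 active = inhibition above a cutoff: mean of compounds within the control limits plus 3 SD of those, cut at about 17% in these data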;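 note: 0% = plate median of compound wells and 100% = probe without SIAE protein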
Target sequence (Q9HAT2 whole entry, looked up): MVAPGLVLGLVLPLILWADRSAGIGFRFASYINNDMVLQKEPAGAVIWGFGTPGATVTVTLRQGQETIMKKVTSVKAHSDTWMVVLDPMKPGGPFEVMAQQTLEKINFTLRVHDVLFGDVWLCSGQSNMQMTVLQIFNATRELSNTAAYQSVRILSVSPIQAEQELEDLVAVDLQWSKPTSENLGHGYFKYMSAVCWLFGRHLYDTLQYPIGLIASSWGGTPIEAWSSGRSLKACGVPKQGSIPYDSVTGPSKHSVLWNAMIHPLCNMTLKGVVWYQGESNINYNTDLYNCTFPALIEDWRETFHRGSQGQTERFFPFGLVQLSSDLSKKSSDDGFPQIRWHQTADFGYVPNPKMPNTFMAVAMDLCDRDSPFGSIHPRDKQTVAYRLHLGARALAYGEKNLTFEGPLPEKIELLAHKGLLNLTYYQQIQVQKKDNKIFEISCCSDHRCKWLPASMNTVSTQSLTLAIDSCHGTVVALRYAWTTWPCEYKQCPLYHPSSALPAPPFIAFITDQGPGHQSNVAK
UHRF1 MBD2 ctr: blocks human UHRF1 binding to methylated DNA. 370,000 tested, 0.75% active. Q96T88. inhibition, % at 4.4 µM. AID 687016. UHRF1 binding to methylated oligo, TR-FRET; in the data active = inhibition above about 21%;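 note: UHRF1 SRA domain binding a hemimethylated CpG hairpin DNA probe; 0% = median of test compound wells and 100% = reference inhibitor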
ABHD4 inh: ABHD4 (mouse) inhibition, primary FP screen | purified mABHD4, FP-Rh probe fluorescence polarization | inhibition, % at 8.92 µM | 370,000 tested, 0.54% active;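 active = inhibition exceeding the mean over every tested compound plus 3 SD, cut at about 30% in these data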;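 note: 0% = plate median of compound wells and 100% = S159A mutant with DMSO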
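System: mouse ABHD4 enzyme, wild type / Medium: HEPES pH 7.0, NaCl, Pluronic buffer / Reagent: FP-Rh activity-based fluorescent probe / Control set: S159A mutant high control, sample median low control / Detection: fluorescence polarization with parallel and perpendicular emission, 525/598 nm / Schedule: 45 min + 60 min at 25 °C / Compound dosing: 8.92 µM, single dose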
TCR-CD3 inh: blocks the human TCR-CD3 interaction. 360,000 tested, 0.37% active. AID 651800. TAMRA-labeled TCR probe fluorescence, biochemical. inhibition, % at 9.4 µM; in the data active = inhibition above about 19%;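 note: recombinant mutant TCR 2C K166C tagged with TAMRA read by polarization; 0% = receptor in buffer alone and 100% = receptor with positive control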
MBD2 DNA inh: inhibitors of human MBD2 binding to methylated oligonucleotide; 370,000 tested, 0.31% active; inhibition, % at 4.4 µM; TR-FRET; Q9UBB5; in the data active = inhibition above about 13%
GC-B act: GC-B (human) receptor activation | P20594 | HEK293-GC-B cells, CNP EC30, cGMP TR-FRET; 0% at EC30 CNP, 100% saturating CNP | activation, % at 10 µM | 370,000 tested, 0.11% active;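 active = activation at 10 µM reaching about 35% in either raw or pattern-adjusted values, limit read from the data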
HTRA1 inhibitor: inhibitors of human serine peptidase HTRA1 | inhibition, % at 5.96 µM | recombinant HTRA1, FP-rhodamine activity-based probe, fluorescence polarization | AID 504803 | 340,000 tested, 0.5% active; in the data active = inhibition above about 36%;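 note: 0% = enzyme with DMSO and 100% = wells lacking enzyme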
Target sequence (Q92743 whole entry, looked up): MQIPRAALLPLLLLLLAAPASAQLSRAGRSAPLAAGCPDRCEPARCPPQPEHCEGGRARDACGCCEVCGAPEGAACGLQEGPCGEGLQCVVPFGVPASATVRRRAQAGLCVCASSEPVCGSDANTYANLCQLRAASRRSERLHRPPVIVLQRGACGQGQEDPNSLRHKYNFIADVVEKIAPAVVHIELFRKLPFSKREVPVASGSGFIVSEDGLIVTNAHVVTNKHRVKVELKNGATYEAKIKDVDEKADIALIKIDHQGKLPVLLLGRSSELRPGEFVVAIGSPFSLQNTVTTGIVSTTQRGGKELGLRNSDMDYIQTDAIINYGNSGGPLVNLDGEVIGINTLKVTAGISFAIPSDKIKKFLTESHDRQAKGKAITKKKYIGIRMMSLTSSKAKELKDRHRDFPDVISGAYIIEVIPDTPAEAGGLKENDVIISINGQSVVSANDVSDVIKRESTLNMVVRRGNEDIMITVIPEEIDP
* marks the source's active call; other numbers are inactive results; · = not tested or not shown. This is a subset; the hit share may differ from the screen's.

SMILES	PRMT1 inh	rCAG RNA binder	GC-A act	SIAE primary	UHRF1 MBD2 ctr	ABHD4 inh	TCR-CD3 inh	MBD2 DNA inh	GC-B act	HTRA1 inhibitor
O=C(CCNS(=O)(=O)/C=C/c1ccccc1)NCCc1c[nH]c2ccccc12	-1	4	0	-1	1	-3	4	-2	0	-4
CCOC(=O)N1CCN(C(=O)COc2ccc3ccccc3c2Br)CC1	-2	-4	3	-5	-1	0	0	-3	-4	-7
CC(O)Cc1nsc(NC(=O)c2ccc(Br)o2)n1 (centres undefined)	2	1	0	6	-2	-3	4	-2	6	2
Cc1cc(C(=O)Nc2ccc(Nc3ccccc3)cc2)ccc1[N+](=O)[O-]	28*	10	-1	19*	-2	12	7	-1	1	12
Cn1cc(CNC(=O)C2CCC(=O)N(Cc3ccccc3F)C2)cn1 (centres undefined)	-2	-4	6	0	1	4	7	-7	3	8
COc1cc(/C=C/C(=O)OCC(=O)NCCc2ccc(S(N)(=O)=O)cc2)ccc1OCC#N	2	5	1	-6	-2	1	-8	-1	-2	3
C/C(=N/NC(=O)c1ccc2c(c1)OCO2)c1ccc(Br)s1	-2	4	0	0	-2	-1	-3	2	-5	0
O=C(c1ccccc1N(Cc1ccccc1)S(=O)(=O)c1ccccc1)N1CCOCC1	-1	-6	-3	-3	1	8	-2	0	1	-6
O=C(NCc1ccco1)c1cc(Cl)nc(Cl)c1	-2	2	4	-1	-3	6	-1	0	4	3
CCCCOCCOC(=O)C1OC1(C)c1ccccc1 (centres undefined)	7	3	5	-2	-1	-3	1	4	0	-3
CCCN(CC(=O)Nc1ccccc1C)C(=O)c1ccc2[nH]c3c(c2c1)CC(C)CC3 (centres undefined)	3	0	-1	3	0	2	2	0	1	-20
Cn1c(N)c(C(=O)COC(=O)c2cc3ccccc3cc2O)c(=O)n(C)c1=O	0	1	2	0	0	-3	0	-5	5	0
COCCn1c(=O)[nH]c2cc(C(=O)N3CCN(c4cccc(Cl)c4)CC3)ccc2c1=O	2	3	-4	-2	3	10	-7	-4	-2	5
CCOC(=O)c1c(/N=C/N(C)C)sc(C)c1C	-3	-2	-2	5	0	-2	-2	-6	1	-2
C=CCn1c(SCC(=O)c2c(N)n(C)c(=O)n(C)c2=O)nc2sc(C)c(C)c2c1=O	-1	2	-11	-2	7	-4	9	-5	-7	6
CCOC(=O)C1CCN(c2nnc(N3CCCC3=O)s2)CC1	0	2	-2	-8	0	3	6	0	3	3
O=C1CC(N2CCC(c3nc4ccccc4[nH]3)CC2)C(=O)N1c1cccc(F)c1 (centres undefined)	43*	-2	1	-3	3	-4	1	2	2	-4
CC1=CC(c2ccccc2)=NS(=O)(=O)N1	-3	-1	3	-13	-2	5	-2	3	0	7
CC(C)COC(=O)N(C)C[C@H]1OCc2cnnn2CCCC(=O)N([C@@H](C)CO)C[C@H]1C	-1	0	1	5	-1	-5	9	2	-2	5
O=C(CSCc1ccccc1Cl)NN=C1CCCCCC1	1	2	1	5	1	-11	-1	1	-5	-11
CCOC(=O)/C=C1\SCC(=O)N1CC(=O)Nc1ccc(OC)c(OC)c1	1	1	0	1	0	-4	6	2	1	-6
Cc1cc(=O)n2c(n1)OC(CO)C2 (centres undefined)	-2	1	3	2	0	-12	4	3	0	-1
CCOc1ccccc1NS(=O)(=O)c1ccc2c(c1)n(C)c(=O)c(=O)n2C	3	1	1	-3	1	-8	6	2	-1	0
CC(=O)Nc1ncnc2c1c(-c1ccc(Cl)cc1)nn2C(C)(C)C	-3	-9	-2	0	3	5	1	-6	1	0
Cn1cccc1C(=O)OCC(=O)N1CCN(c2ccccc2)CC1	5	0	3	-6	3	-9	-13	6	3	-1
Cc1ccc(NS(=O)(=O)c2cccc([N+](=O)[O-])c2)nc1	-3	2	-1	1	-2	6	1	3	7	4
CCCCCCCCN1C(=O)[C@H](CC(=O)NCc2cccc(C(F)(F)F)c2)C[C@@]2(C(=O)OC)CC(C)(C)CC=C12	4	3	0	-8	-1	3	2	-1	1	·
COc1ccc(NC(=O)COc2ncnc3ccccc23)cc1S(=O)(=O)N1CCOCC1	0	2	1	7	-1	-1	5	-4	1	-2
Cn1c(CCNC(=O)c2ccc(Cl)c(Cl)c2)nnc1SCc1ccc(Cl)c(Cl)c1	-2	-2	-23	3	-3	-3	-2	-4	-14	-4
Nc1nc(-c2cccnc2)nn1C(=O)Cc1ccccc1	3	2	-1	-4	0	-10	-3	6	2	10
CCN1C(=O)[C@@H]2[C@H](C1=O)[C@@H]1C(=O)Nc3ccccc3C(=O)N1[C@@H]2c1ccccc1	1	-1	0	3	0	-2	6	3	0	0
CCOC(=O)Cc1csc(NC(=O)COc2ccccc2OC)n1	-4	-5	1	1	-2	-13	-1	3	-1	-4
CCCNC(=O)c1cc(C2CCCCN2C(=O)c2ccc(NC(C)=O)cc2)on1 (centres undefined)	1	-2	-1	8	-2	5	-3	1	5	·
CCc1ccccc1NC(=O)CSc1nnc([C@@H]2CCCN2C(=O)OC(C)(C)C)o1	3	-6	-1	0	-2	5	7	0	4	3
Cc1cccc(N2CCN(Cc3nc(-c4cccc(Oc5ccccc5)c4)oc3C)CC2)n1	-2	1	-4	-3	0	7	9	5	-2	-15
CCCCN1C(=O)C(CC(=O)NCCCN(C)C)CC(C(=O)N(C)C)=C1C (centres undefined)	-2	0	2	10	-3	6	-9	-3	4	-3
O=c1c2ccccc2sn1-c1ccc(S(=O)(=O)N2CCCCC2)cc1	43*	4	1	4	1	-2	-2	-4	11	-1
COc1ccc2nc(NC(=O)c3ccccc3O)sc2c1	-5	24	6	-5	-5	-5	3	3	-6	-3
CSc1ccc(CN(C)C(=O)c2cc(=O)[nH]c3ccccc23)cc1	-3	4	-4	8	0	3	6	3	0	-2
CC[C@]12c3[nH]c4ccccc4c3CCN1C(=O)C(CC(=O)NCCc1ccccn1)C[C@@H]2C(=O)N1CCN(C(=O)c2ccco2)CC1 (some centres undefined)	0	4	6	8	0	2	6	0	0	-4
Cc1ccc(NC(=O)CCC(=O)OCC(=O)c2ccc(Oc3ccc([N+](=O)[O-])cc3)cc2)cc1C	-2	3	0	4	4	-3	-6	-1	1	0
c1ccc(-c2c[nH]c(-c3ccccc3)c2)cc1	12	6	2	-1	0	4	-6	5	7	10
N#Cc1c(N)nc2c(c1-c1cccnc1)CCCCC2	-2	-4	5	-3	0	0	1	-1	7	3
Cc1cccc(-c2ccc3c(c2)C2CC3CCN2)c1 (centres undefined)	-5	7	-7	-7	-1	0	4	0	-1	7
CCN(c1ccccc1)S(=O)(=O)c1ccc(C(=O)Nc2cccc(NC(C)=O)c2)cc1	-2	2	-5	-25	1	-40	0	-10	-2	-30
CC(C)n1nnnc1SCC(=O)Nc1ccccc1N1CCOCC1	3	3	-1	-6	5	-7	3	2	6	-1
CN(C)S(=O)(=O)c1cccc(C(=O)Nc2cccnc2)c1	-1	0	2	-3	3	5	2	2	1	1
CCCC(=O)Nc1ccc(S(=O)(=O)Nc2cc(C)nc(C)n2)cc1	5	0	2	-2	3	-2	-6	1	6	0
COc1ccc(/C(C)=N\Nc2nc(-c3ccccc3)cc(=O)[nH]2)cc1	5	7	3	1	1	10	-4	-5	12	-8
COc1ccc(NC(=O)N(C)C[C@H]2Oc3c(NC(=O)Cc4ccccc4)cccc3C(=O)N([C@H](C)CO)C[C@@H]2C)cc1	0	-3	5	8	-2	-2	1	2	2	9
Additional compounds follow:
SMILES	PRMT1 inh	rCAG RNA binder	GC-A act	SIAE primary	UHRF1 MBD2 ctr	ABHD4 inh	TCR-CD3 inh	MBD2 DNA inh	GC-B act	HTRA1 inhibitor
CC(C)[C@H](NC(=O)c1ccccc1Cl)C(=O)OCc1cc(=O)n2cc(Br)ccc2n1	0	-1	-2	-4	1	-2	1	1	5	7
CCn1cc(CN2CCCC(CO)(Cc3ccc(F)cc3)C2)c2ccccc21 (centres undefined)	1	10	-49	6	2	-7	5	-4	-22	-8
CCOc1ccc(CCN2C(=S)N([C@@H](CC(C)C)CN3CCC[C@@H]3CN3C(=S)NC[C@@H]3CC(C)C)C[C@@H]2CC(C)C)cc1	-1	5	-2	-6	0	-6	6	1	0	·
Cc1cc(C(=O)CSc2nnc(-c3ccco3)o2)c(C)n1-c1ccc2c(c1)OCCO2	9	20	-1	3	1	-3	-5	6	5	-19
CC1(C(=O)NS(=O)(=O)c2ccc3c(c2)CCO3)CCN1C(=O)C1(c2ccc(Cl)cc2)CC1 (centres undefined)	-4	23	0	2	-1	4	2	3	3	·
CCN(CC)c1ccc(/C=N/n2c(C)cc(C)cc2=O)cc1	-2	0	0	5	-4	-3	4	-1	4	-3
O=C(Nc1ccccn1)c1ccc(S(=O)(=O)c2ccc(Cl)cc2)cc1	-2	-1	0	-5	-2	-2	-1	-1	4	-13
CCOC(=O)c1cnn(-c2ccccc2)c1NC(=O)CSc1nnc(-c2cccs2)n1CC	-1	1	-7	0	2	-3	-3	-5	-13	-2
Cc1ccc2[nH]c(O)c(N=NC(=O)CCc3ccccc3)c2c1Br	-2	6	-1	1	4	-3	-9	-4	-3	-3
Cc1ccc(C)c(N(C(=O)c2snc(C(N)=O)c2N)C(C(=O)NCC2CCCO2)c2cccs2)c1 (centres undefined)	2	4	-19	-6	7	-8	-10	-2	-12	-5
CC1(C)CC(=O)C(=Cc2cn(-c3ccccc3)nc2-c2ccccc2)C(=O)C1	-6	3	16	2	-1	3	2	1	19	-3
C=CCN1C(=O)[C@@H](CC(=O)NCCC(C)C)[C@]2(C(=O)OCC)CCCCC/C=C/12	5	2	4	2	0	2	·	-3	5	·
Cc1ccc(C)c(NS(=O)(=O)c2ccc(NC(=O)CSc3ccc(Cl)cc3)cc2)c1	3	5	-1	0	2	2	-11	3	7	-14
CCCc1c(C(=O)NNc2ccc(C)cc2)cnn1-c1ccccc1	5	-7	5	1	3	10	-14	1	7	-3
c1cc(CNc2ccc3c(c2)OCCO3)ccn1	0	-2	-2	6	-3	12	4	3	-3	3
O=C(CSc1nc2ccccc2nc1N1CCCCC1)N1CCN(S(=O)(=O)c2cc(Cl)ccc2Cl)CC1	1	8	1	-2	-1	4	·	-2	4	·
COCCNC(=O)c1ccc(NC(C)=O)cc1	2	5	-6	-6	7	-5	-1	10	-2	-2
Cc1cccc(NCc2ccc(O)c3ncccc23)c1	7	4	10	13	-1	3	-8	1	0	25
CC(=O)C1=C(C)N2CCN=C2S1	0	-3	1	2	-1	-2	1	-1	1	5
S=c1[nH]nc(-c2ccncc2)n1/N=C/C=C/c1ccccc1	4	7	-1	0	0	3	5	0	-1	-1

Ordered by molar mass (highest first): part of the list above.
SMILES	PRMT1 inh	rCAG RNA binder	GC-A act	SIAE primary	UHRF1 MBD2 ctr	ABHD4 inh	TCR-CD3 inh	MBD2 DNA inh	GC-B act	HTRA1 inhibitor
O=C(CSc1nc2ccccc2nc1N1CCCCC1)N1CCN(S(=O)(=O)c2cc(Cl)ccc2Cl)CC1	1	8	1	-2	-1	4	·	-2	4	·
CC1(C)CC(=O)C(=Cc2cn(-c3ccccc3)nc2-c2ccccc2)C(=O)C1	-6	3	16	2	-1	3	2	1	19	-3
CCCc1c(C(=O)NNc2ccc(C)cc2)cnn1-c1ccccc1	5	-7	5	1	3	10	-14	1	7	-3
S=c1[nH]nc(-c2ccncc2)n1/N=C/C=C/c1ccccc1	4	7	-1	0	0	3	5	0	-1	-1
Cc1cccc(NCc2ccc(O)c3ncccc23)c1	7	4	10	13	-1	3	-8	1	0	25
